APE1 inh – qHTS Assay for Inhibitors of the Human Apurinic/apyrimidinic Endonuclease 1 (APE1); Potency, µM (highest dose often 65.8 µM), for inactives: at the highest dose activity change, negative = inhibition, usual class: inhibitors; DNA repair nuclease/redox regulator APEX1 (Homo sapiens), P27695; recombinant APE1, TAMRA/BHQ-2 abasic DNA cleavage fluorescence; 0.35% of 350,000 active;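 note: plate controls were vehicle for no effect and reference inhibitor for full effect; nearly all actives have a fitted effect of over 55% in size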
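0.75 nM APE1 + cpd, 15 min RT; start w/ 50 nM TAMRA/BHQ-2 THF-abasic dsDNA; kinetic fluor 525/598 nm ×3 reads @60 s; Δ(read3−read1); normalized to DMSO and NSC13755 control wells.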
POLB inh – qHTS Assay for Inhibitors of DNA Polymerase Beta. Pol beta primer extension/strand displacement, fluorescence kinetic. Potency, µM (highest dose often 114 µM), without a hit: at the highest dose activity change, negative = inhibition, hits mostly inhibitors. 1.3% of 340,000 active. AID 485314, 2010; note: % is set by controls: 0 for no effect and ±100 for the full control effect
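Pol beta (10 nM) was preincubated with compound for 15 min at room temperature. The reaction was then started with 50 nM substrate and read immediately and after a further 10 min at room temperature.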
POLH inh – qHTS for Inhibitors of Polymerase Eta; 1.2% of 390,000 active; recombinant Pol eta, fluorescent DNA replication assay; Potency, µM (doses to about 114 µM), inactives show at the top dose activity change, negative = inhibition, most hits filed as inhibitors; note: % is set by controls: 0 for no effect and ±100 for the full control effect
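Pol eta (10 nM) was preincubated with compounds for 15 min at room temperature, after which fluorescent replication substrate (50 nM final) was added to start the reaction. Fluorescence was read kinetically at 0 and 10 min.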
POLK inh – qHTS for Inhibitors of Polymerase Kappa | AID 588579, 2011 | purified Pol kappa, fluorescent DNA synthesis assay, 10 min | DNA polymerase kappa (Homo sapiens), Q9UBT6 | Potency, µM (series often up to 107 µM), for inactives: at the highest dose activity, negative = inhibition, hits mostly inhibitors | 0.53% of 400,000 active; note: % is set by controls: 0 for no effect and ±100 for the full control effect
Target sequence (Q9UBT6 whole entry, looked up): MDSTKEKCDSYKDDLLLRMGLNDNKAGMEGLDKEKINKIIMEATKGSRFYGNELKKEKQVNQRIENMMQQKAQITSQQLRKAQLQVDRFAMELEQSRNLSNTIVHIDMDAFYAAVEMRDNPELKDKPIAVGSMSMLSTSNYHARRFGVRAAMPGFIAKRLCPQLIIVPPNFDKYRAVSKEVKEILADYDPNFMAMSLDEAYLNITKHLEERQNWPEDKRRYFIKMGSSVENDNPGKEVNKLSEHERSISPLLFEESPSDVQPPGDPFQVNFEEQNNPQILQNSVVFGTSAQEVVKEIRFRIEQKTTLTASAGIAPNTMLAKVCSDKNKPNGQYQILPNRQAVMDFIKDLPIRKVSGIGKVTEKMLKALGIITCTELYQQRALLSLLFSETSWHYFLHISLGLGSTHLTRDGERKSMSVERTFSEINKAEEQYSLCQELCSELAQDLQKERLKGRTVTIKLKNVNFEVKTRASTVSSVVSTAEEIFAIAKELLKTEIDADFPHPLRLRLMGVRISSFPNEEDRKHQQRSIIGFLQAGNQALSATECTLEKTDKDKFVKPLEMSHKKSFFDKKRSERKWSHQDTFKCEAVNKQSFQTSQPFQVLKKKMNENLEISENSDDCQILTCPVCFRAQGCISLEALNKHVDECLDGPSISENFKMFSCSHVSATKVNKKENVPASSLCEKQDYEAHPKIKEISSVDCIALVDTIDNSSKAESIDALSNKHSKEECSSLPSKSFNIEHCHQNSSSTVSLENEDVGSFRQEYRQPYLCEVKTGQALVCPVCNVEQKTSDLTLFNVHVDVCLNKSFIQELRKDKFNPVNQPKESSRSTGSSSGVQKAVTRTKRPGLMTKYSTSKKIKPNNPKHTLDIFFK
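Kinetic fluorescence screen: compound preincubated 15 min RT with 10 nM enzyme; 50 nM substrate (final) initiates; reads at 0/10 min.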
Apoferritin bind – qHTS Assay for Identification of Novel General Anesthetics; apoferritin/1-aminoanthracene competitive binding, fluorescence; Potency, µM (highest dose often 77.5 µM), inactives show top-dose activity change, negative = displacement, usual class: inhibitors; 0.074% of 350,000 active; Ferritin light chain (Equus caballus), P02791; note: % is set by controls: 0 for no effect and ±100 for the full control effect; nearly all actives have a fitted effect of over 20% in size
Target sequence (P02791 2-175 limits assumed): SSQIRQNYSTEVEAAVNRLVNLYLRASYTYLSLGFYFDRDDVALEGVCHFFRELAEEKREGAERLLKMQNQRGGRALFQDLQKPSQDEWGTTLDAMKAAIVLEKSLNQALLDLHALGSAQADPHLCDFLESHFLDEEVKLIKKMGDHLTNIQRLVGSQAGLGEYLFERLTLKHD
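Probe: 1-aminoanthracene (50% saturated, PBS). Protein: horse-spleen apoferritin, 10 uM. Incubation: 10 min, room temperature. Detection: 380 nm excitation, 535 nm emission. Analysis: normalized response, four-parameter Hill.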
G9a block – qHTS Assay for Inhibitors of Histone Lysine Methyltransferase G9a. Histone-lysine N-methyltransferase EHMT2 (Homo sapiens), Q96KQ7. 8.8% of 350,000 active. Potency, µM (series often up to 102 µM), for inactives: at the highest dose activity, negative = inhibition, actives largely listed as inhibitors. G9a H3K9 monomethylation, AlphaScreen, 2 h. AID 504332, 2011; note: % is set by controls: 0 for no effect and ±100 for the full control effect; nearly all actives have a fitted effect of over 75% in size
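G9a (20 nM) was preincubated 15 min with compound, then reacted 2 h at room temperature with 500 nM biotin-H3K9 peptide and 20 µM SAM. Monomethyl-H3K9 detected by AlphaScreen using anti-H3K9me1 antibody.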
BAZ2B inh – qHTS Assay for Inhibitors of BAZ2B | 4.4% of 360,000 active | Potency, µM (titrated, usually from 114 µM), for inactives: at the highest dose activity change, negative = inhibition, hits mostly inhibitors | AID 504333, 2011 | Bromodomain adjacent to zinc finger domain protein 2B (Homo sapiens), Q9UIF8 | AlphaScreen BAZ2B-H3K14Ac peptide displacement; note: % is set by controls: 0 for no effect and ±100 for the full control effect; nearly all actives have a fitted effect of over 60% in size
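AlphaScreen displacement: compounds (up to 110uM) incubated 30 min at room temperature with a preformed 50 nM BAZ2B/50 nM biotinylated H3K14Ac peptide complex in PBS pH 7.4 with Tween-20. Donor and acceptor beads at 10 ug/mL final added, 20 min light-protected before reading.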
BLM inh – qHTS Assay for Inhibitors of Bloom's syndrome helicase (BLM); 0.2% of 350,000 active; Potency, µM (series often up to 56.1 µM), for the others: top-dose activity change, negative = inhibition, hits mostly inhibitors; recombinant BLM DNA unwinding, fluorescence dequenching; RecQ-like DNA helicase BLM (Homo sapiens), P54132;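 note: plate controls were vehicle for no effect and no enzyme for full effect; nearly all actives have a fitted effect of over 35% in size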
Pol iota inh – qHTS for Inhibitors of Polymerase Iota. DNA polymerase iota (Homo sapiens), Q9UNA4. Pol iota fluorescent replication assay, 10 min. Potency, µM (titrated, usually from 115 µM), for the others: top-dose activity, negative = inhibition, hits mostly inhibitors. 1% of 390,000 active
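Fluorescent replication assay read twice, at 0 min and 10 min after adding 50 nM (final) substrate. Enzyme (10 nM) and compounds were first incubated 15 min at room temperature; enzyme-free buffer wells were negative controls.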
Starred values were filed as active, the others as inactive; ? = inconclusive; . = not tested or not shown; [ ] = remark or other dose. Calls come from the whole dose curve; as a rule, active = well fitted curve in the direction sought with a large enough effect; inconclusive = small, poorly fitted or top-dose-only effect, or another doubt; inactive = no such curve, though single readings can be large; an effect the other way counts as inactive or inconclusive. Potency is the fitted concentration of half-maximal effect. Some of the compounds tested; rates above refer to the full screens.

SMILES	APE1 inh	POLB inh	POLH inh	POLK inh	Apoferritin bind	G9a block	BAZ2B inh	BLM inh	Pol iota inh
CC(C)Sc1ncc(Cl)c(C(=O)N(Cc2ccc(N(C)C)cc2)C2CCS(=O)(=O)C2)n1 (configuration not stated)	.	?	79.4µM*	-22.4%	?	?	44.7µM*	-6.3%	?
COCCN1CCN(C(=O)C2CCC(=O)N(CCc3ccccc3)C2)CC1 (configuration not stated)	-12.8%	27.0%	1.5%	0.0%	-2.7%	.	-1.3%	0.2%	1.1%
CCOc1ccc(NC(=O)CN(c2ccc(C)cc2)S(=O)(=O)c2cccs2)cc1	.	0.3%	-14.3%	-4.4%	4.9%	1.5%[59 µM]	.	1.9%	18.5%
Cc1ccc(S(=O)(=O)Oc2ccccc2/C=N/O)cc1	-6.7%	39.6%	-23.9%	-0.2%	-11.3%	5.9%	-4.8%	-7.6%	27.4%
O=C1C2C3C=CC(C3)C2C(=O)N1Cc1cccnc1 (configuration not stated)	4.3%	-1.2%	-10.9%	-12.0%	-17.3%	-0.2%[59 µM]	7.5%	0.6%	6.6%
O=C(O)c1cc(NN=Nc2cccc([N+](=O)[O-])c2)cc([N+](=O)[O-])c1	-2.4%	4.5%	-7.9%	-23.7%	-0.7%	?	?	-5.8%	13.3%
COc1cc2c(cc1OC)C(C)N(C(=O)c1c(-c3ccccc3)noc1C)CC2 (configuration not stated)	-1.0%	-13.0%	-10.2%	-7.7%	-11.3%	4.1%	-12.1%	-2.0%	-0.9%
COC(=O)c1cnc(N2CCN(c3ccccc3OC)CC2)c2ccccc12	.	6.7%	-13.7%	-5.1%[60.1 µM]	1.0%	13.9%[59 µM]	42.6%[activator]	-6.3%	-17.2%
CC(=O)N(Cc1ccccc1)Cc1nc2sc(C)c(C)c2c(=O)[nH]1	-13.0%	1.8%	5.3%	-8.9%	-2.2%	.	-10.5%	-5.2%	57.1%[activator]
COc1cc2[nH]c(=O)n(C3CCCCC3)c(=O)c2cc1OC	-1.1%	4.9%	?	2.0%	-7.7%	26.7%[12.7 µM]	6.8%	-0.5%	4.9%
Cn1c(=O)c2c(nc(CN3CCOCC3)n2CCCc2ccccc2)n(C)c1=O	-3.9%	27.3%	-6.6%	-5.0%	1.4%	-29.7%[59 µM]	-1.5%	-7.4%	-3.5%
Cc1ccc(NC(=O)C2CCN(S(C)(=O)=O)CC2)cc1Cl	-4.6%	38.0%	-11.2%	13.6%	-9.6%	.	-8.4%	-3.5%	14.1%
Cc1ccc(-c2nnc(SCC(=O)N3CCCc4ccccc43)o2)cc1	.	-1.0%	-13.5%	-2.7%	-7.2%	-4.1%[59 µM]	0.9%	-4.1%	36.5%[activator]
O=C(CC1(O)C(=O)c2ccccc2C1=O)c1ccccc1	-3.5%	11.8%	-14.3%	-0.9%	-1.4%	?	-2.2%	1.0%	-1.3%
CCCNC(=O)CSc1nnc(C)s1	6.8%	-0.1%	-1.0%	-6.1%	-2.1%	10.7%	7.6%	-4.2%	-7.6%
CC1CCC2(CC1)NC(=O)N(CC(=O)Nc1cccnc1Cl)C2=O (configuration not stated)	3.6%	.	-12.7%	-13.1%	.	1.6%[12.7 µM]	6.4%	.	-18.2%
CCOC(=O)N1CCN(C(=O)CSc2nc(=O)n3cccc(C)c3n2)CC1	-4.9%	.	-3.6%	-0.6%	.	12.4%	8.5%	.	21.4%
CC(=O)c1cccc(-n2c(CCC(=O)O)ccc2-c2cccs2)c1	-3.4%	?	?	-33.7%	-15.0%	?	50.1µM*	-17.0%	50.1µM*
C=CCC1(CC=C)CCCN1C(=O)c1cc(COc2ccc(C)nc2)on1	8.2%	0.7%	-14.8%	-7.6%	-2.0%	7.9%	-3.6%[57.1 µM]	-1.7%	34.9%
COC(=O)C1=C(N)Oc2c(oc(CO)cc2=O)C1c1ccc(F)cc1 (configuration not stated)	?	1.8%	-17.8%	1.9%	4.7%	?	-11.8%	-0.4%	141.8%[activator]
CCOC(=O)C(C(=O)Nc1ccccc1)C1CCCCC1 (configuration not stated)	-5.5%	36.3%	2.5%	-21.5%	-16.3%	3.3%	-0.2%	-3.9%	4.1%
Cc1ccc2c(=O)cc(C(=O)N(Cc3ccccc3Cl)C3CCS(=O)(=O)C3)oc2c1 (configuration not stated)	.	6.5%	-9.5%	-1.6%	?	1.1%[59 µM]	-15.7%	0.9%	8.1%
Cc1ccc(SCc2nc(N)nc(Nc3ccccc3C)n2)c(C)c1	-5.5%	1.7%	-18.7%	-7.6%	0.6%	29.6%[59 µM]	10.7%	-15.6%	6.4%
COc1ccc(/C=N/Nc2ncc(C(F)(F)F)cc2Cl)c(OC)c1OC	2.7%	5.3%	-6.5%	-9.1%	0.9%	15.6%[59 µM]	3.3%	5.5%	-0.9%
COc1ccc(C2(c3ccc(OC)cc3)NC(=O)NC2=O)cc1	25.5%	5.2%	-7.9%	-0.6%	-4.8%	?	1.0%	-3.1%	73.1%[activator]

Profiles, looked up by structure.
CCOc1ccc(NC(=O)CN(c2ccc(C)cc2)S(=O)(=O)c2cccs2)cc1 reads APE1 inh: .; POLB inh: 0.3%; POLH inh: -14.3%; POLK inh: -4.4%; Apoferritin bind: 4.9%; G9a block: 1.5%[59 µM]; BAZ2B inh: .; BLM inh: 1.9%; Pol iota inh: 18.5%
COc1ccc(/C=N/Nc2ncc(C(F)(F)F)cc2Cl)c(OC)c1OC reads APE1 inh: 2.7%; POLB inh: 5.3%; POLH inh: -6.5%; POLK inh: -9.1%; Apoferritin bind: 0.9%; G9a block: 15.6%[59 µM]; BAZ2B inh: 3.3%; BLM inh: 5.5%; Pol iota inh: -0.9%
COCCN1CCN(C(=O)C2CCC(=O)N(CCc3ccccc3)C2)CC1 (configuration not stated) reads APE1 inh: -12.8%; POLB inh: 27.0%; POLH inh: 1.5%; POLK inh: 0.0%; Apoferritin bind: -2.7%; G9a block: .; BAZ2B inh: -1.3%; BLM inh: 0.2%; Pol iota inh: 1.1%

Next results
SMILES	APE1 inh	POLB inh	POLH inh	POLK inh	Apoferritin bind	G9a block	BAZ2B inh	BLM inh	Pol iota inh
COc1ccc(Nc2cc(C(=O)NCCCN(C)Cc3ccccc3)c3ccccc3n2)c(OC)c1	.	-28.5%	-6.9%	-17.8%[60.1 µM]	-3.9%	?	?	4.3%	-10.9%
CC(=O)Oc1ccccc1C1OCCN1C(C)=O (configuration not stated)	-0.6%	-24.6%	-7.6%	10.3%	3.3%	-26.0%[59 µM]	-4.1%	-1.8%	2.3%
C=C1CCN(C(CC(C)C)C(=O)NCc2ccc(Cl)c(Cl)c2)S(=O)(=O)c2ccccc21 (configuration not stated)	-2.8%	.	.	-6.7%	74.3%[activator]	.	.	-7.5%	?
COc1cccc(CNC(=O)Cn2c(=O)ccc3cc(S(=O)(=O)N4CCCC4)ccc32)c1	.	23.6%	-5.3%	-0.3%[60.1 µM]	-7.8%	2.3%[59 µM]	0.7%	-0.9%	28.3%
COc1cc2c(cc1Cl)/C(=C\CCN(C)C)c1ccccc1S2	-1.6%	-2.0%	-13.6%	-14.2%	0.0%	?	?	34.0%[activator]	-4.4%
COC(=O)CCC(=O)Nc1ccc(OC)cc1	0.7%	-11.8%	-0.9%	-10.6%	4.5%	23.2%[12.7 µM]	-5.5%	-1.0%	11.5%
CSc1ccc(-c2c(C#N)c(N)nc3c2c(C)nn3-c2ccccc2)cc1	-3.9%	?	-13.2%	0.2%	-11.2%	24.6%[59 µM]	31.6%	-13.2%	-10.6%
COC(=O)c1ccc(CNC(=O)/C=C/c2cc([N+](=O)[O-])ccc2OC(F)F)cc1	10.5%	9.2%	-13.9%	-8.5%	-11.2%	-31.8%[59 µM]	12.3%	-2.7%	23.6%
COC(=O)c1ccc2nc(-c3ccc(S(C)(=O)=O)cc3)cn2c1	6.0%	6.5%	-6.6%	-3.7%	1.0%	-8.5%	-14.4%	0.2%	107.4%[activator]
O=C(CCC(=O)n1ncc2ccccc21)N1CCCCC1	5.2%	6.0%	3.3%	9.4%	-21.9%	.	7.6%	-2.0%	22.3%
Cc1ccccc1NS(=O)(=O)c1cc2c3c(c1)CC(=O)N3CCC2	14.0%	1.1%	-23.6%	-1.8%	-4.0%	-11.6%	-23.1%	0.2%	32.7%[activator]
[2H]c1c([2H])c([2H])c(C(=O)c2sc(N3CCCCCC3)nc2-c2ccccc2)c([2H])c1[2H]	-3.9%	0.4%	-4.6%	-21.6%	-16.7%	62.2%[activator][59 µM]	23.3%	-4.6%	12.4%
O=C(NC1CC1)c1ccc(-c2nc3ccccc3s2)s1	16.3%	32.7%	-0.4%	-3.0%	-8.8%	-11.3%[0.0925 µM]	1.0%	-7.4%	12.2%
CC(=O)c1ccccc1NC(=O)CSCc1nc2sc(C)c(C)c2c(=O)[nH]1	40.1%	.	-9.4%	-2.4%	.	-49.6%	0.6%	.	15.4%
CCc1ccccc1NC(=O)CN(c1cc(C(F)(F)F)ccc1Cl)S(=O)(=O)c1ccccc1	.	14.0%	-13.3%	-10.8%	-0.5%	-38.9%[59 µM]	-3.0%	-15.8%	-11.5%
CC1=NN(C(N)=S)C(=O)C1N=Nc1c(Cl)cc([N+](=O)[O-])cc1Cl (configuration not stated)	5.4%	?	3.1%	-7.2%	?	25.1µM*	39.8µM*	-7.6%	-24.7%
CCc1ccc(S(=O)(=O)Nc2c(NC3CCCCC3)c3ccccc3oc2=O)cc1	62.3%[activator]	0.3%	-12.5%	-6.2%	?	47.3%[activator]	-29.0%	-3.5%	18.4%

Screens as filed in PubChem BioAssay.
